ATXN2 expr inh: Primary qHTS for Inhibitors of ATXN expression; HEK-293 ATXN2-luciferase reporter, luminescence, 24 h; Potency, µM (titrated, usually from 57 µM), inactives show at the highest dose activity change, negative = inhibition, actives largely listed as inhibitors; 360,000 tested, 0.72% active; AID 1745845, 2022; further: potency means the concentration at half of the fitted maximal effect; on the % scale 0 is the no-effect control and ±100 the full control effect; nearly all actives have a fitted effect of over 55% in size
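ATXN2-luciferase reporter cells (luciferase flanked by upstream and downstream ATXN2 gene portions) were treated 24 h at 37 °C with compounds at up to 57 uM. SteadyGlo luminescence gave expression; GF-AFC fluorescence gave viability.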
ATXN viability: Viability Counterscreen for Primary qHTS for Inhibitors of ATXN expression; 400,000 tested, 0.49% active; Potency, µM (series often up to 56.7 µM), actives largely listed as cytotoxic; S2 cells (HEK-293 line with an ATXN2-luciferase reporter) viability, CellTiter-Fluor protease fluorescence, 24 h; further: potency means the concentration at half of the fitted maximal effect; nearly all actives have a fitted effect of over 40% in size
KB-V1 MDR tox: qHTS assay for MDR1-selective chemotherapeutics: Primary screen using the drug-selected MDR subline cells KB-V1 | KB-V1 MDR cells viability, CellTiter-Glo, 72 h | Potency, µM (series often up to 46.1 µM), for inactives: top-dose activity change, negative = cytotoxicity, most hits filed as cytotoxic | 400,000 tested, 3.4% active; further: potency means the concentration at half of the fitted maximal effect; on the % scale 0 is the no-effect control and ±100 the full control effect; nearly all actives have a fitted effect of over 60% in size
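KB-V1 cells (P-gp-expressing MDR subline of KB-3-1) in phenol-red-free DMEM with 10% FBS were exposed to library compounds over a concentration series for 72 h at 37 degrees C. Viability read by CellTiter-Glo luminescence; concentration-effect curves fitted after normalization.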
HT1080 IDH1KD tx: qHTS for induction of synthetic lethality in tumor cells producing 2HG: qHTS for the HT-1080-IDH1KD cell line | HT-1080 IDH1 knockdown viability, ATP luminescence, 48 h | Potency, µM (titrated, usually from 46.1 µM), without a hit: top-dose activity, negative = toxicity, most hits filed as cytotoxic | 360,000 tested, 2% active;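 further: potency means the concentration at half of the fitted maximal effect; 0% = DMSO wells and -100% = cell-free medium wells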
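Viability of IDH1-knockdown HT-1080 fibrosarcoma cells was assessed by CellTiter-Glo after 48 h at 37 °C with titrated compound; concentration-effect curves were classified by fit quality and response size.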
MCF10A rerep: A quantitative high throughput screen for small molecules that induce DNA re-replication in MCF 10a normal breast cells. MCF 10A DNA re-replication, Hoechst nuclear intensity, 48 h. Potency, µM (doses to about 46.1 µM), inactives show top-dose activity, positive = re-replication, actives largely listed as activators. 350,000 tested, 2.9% active. AID 624296, 2012; further: potency means the concentration at half of the fitted maximal effect; % of control where 0% means no effect; nearly all actives have a fitted effect of over 50% in size
HT1080-NT tox: qHTS for induction of synthetic lethality in tumor cells producing 2HG: qHTS for the HT-1080-NT fibrosarcoma cell line; Potency, µM (top dose mostly 46.1 µM), without a hit: top-dose activity, negative = less viability, usual class: cytotoxic; 360,000 tested, 1.6% active; HT-1080-NT fibrosarcoma viability, CellTiter-Glo ATP luminescence, 48 h;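 further: NT is the 2HG producing partner of a matched IDH1 knockdown line; potency means the concentration at half of the fitted maximal effect; 0% = DMSO-treated cells and -100% = media-only wells without cells; nearly all actives have a fitted effect of over 55% in size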
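A 48-hour cytotoxicity screen used HT-1080-NT cells plated 2 hours before compound delivery. ATP-based CellTiter-Glo luminescence measured viability, normalized to DMSO and no-cell controls.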
SW480 rerep: A quantitative high throughput screen for small molecules that induce DNA re-replication in SW480 colon adenocarcinoma cells; SW480 DNA re-replication, Hoechst DNA content imaging, 48 h; 340,000 tested, 1.8% active; Potency, µM (series often up to 46.1 µM), for inactives: top-dose re-replication activation, most hits filed as activators; further: potency means the concentration at half of the fitted maximal effect; % of control where 0% means no effect; nearly all actives have a fitted effect of over 55% in size
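250 cells/well; 23 nL cpd via pin tool; 48 hr, 37 C, 5% CO2; Hoechst 40 min; imager read of total nuclear intensity, ex 405/em 500-530 nm.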
IL-1B inflam inh: qHTS for Inhibitors of Inflammasome Signaling: IL-1-beta AlphaLISA Primary Screen. THP-1 LPS/ATP IL-1B secretion, AlphaLISA, 16 h; active compounds read low. activity change, % at 57.5 µM. 360,000 tested, 4.7% active; in the data active means activity change below about -50%; inconclusive means mostly about -30% to -49%; further: on the % scale 0 is the no-effect control and ±100 the full control effect
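Secreted IL-1B measured by AlphaLISA bead assay after 16 h compound exposure of THP-1 cells; compounds (final up to 57.5 uM) added 1 h before LPS (250 ng/mL) and ATP (1.25 mM) stimulation; lower signal means less secretion.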
KB-3-1 tox: qHTS assay for MDR1-selective chemotherapeutics: Primary screen using the parental adenocarcinoma cell KB-3-1; KB-3-1 viability, CellTiter-Glo ATP luminescence, 72 h; Potency, µM (titrated, usually from 46.1 µM), inactives show at the highest dose activity change, negative = cytotoxic, hits mostly cytotoxic; 400,000 tested, 1.4% active; AID 1347075, 2019; further: potency means the concentration at half of the fitted maximal effect; on the % scale 0 is the no-effect control and ±100 the full control effect; nearly all actives have a fitted effect of over 60% in size
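Cells are dispensed, compounds pinned in, plates held at 37 °C for 72 h, then CellTiter-Glo is added and luminescence read after 10 minutes. Cell line: parental KB-3-1 in phenol-red-free DMEM, 10% FBS.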
An asterisk follows results filed as active; i = inactive; ? = inconclusive; . = not tested or not shown; & = joins results of further samples; [ ] = remark or other dose. Unless noted, the call rests on the fitted dose curve; in most records, active means well fitted curve in the direction sought with a large enough effect; inconclusive means small, poorly fitted or top-dose-only effect, or another doubt; inactive means no such curve, though single readings can be large; an effect the other way counts as inactive or inconclusive.

SMILES	ATXN2 expr inh	ATXN viability	KB-V1 MDR tox	HT1080 IDH1KD tx	MCF10A rerep	HT1080-NT tox	SW480 rerep	IL-1B inflam inh	KB-3-1 tox
CC(Sc1n[nH]c(N)n1)C(=O)Nc1ccccc1-c1ccccc1 (configuration not stated)	.	i	11.5%	1.6%	13.9%	6.0%	-39.5%[inhibitor]	-1.5	6.4%
CCC(C)C(NC(=O)c1ccccc1NC(=O)c1ccco1)C(=O)NNC(=O)c1ccc(OC)cc1 (configuration not stated)	12.0%	i	-8.0%	-5.2%	6.1%	-3.5%	0.0%	-27.6	24.6%
Nc1n[nH]c(-c2ccc(F)cc2)n1	6.2%	i	0.0%	9.7%	334.1%[0.0737 µM]	2.8%	-10.7%	-1.0	-2.4%
O=C(Cn1ccccc1=O)NCc1ccc(F)cc1	2.8%	i	-1.3%	9.5%	0.6%	24.5%	-26.6%	8.0	-1.7%
CCOC(=O)COC(=O)c1ccc(O)cc1	4.7%	i	3.3%	1.0%	2.2%	0.5%	-8.9%	-11.2	9.0%
COc1ccccc1CNC(=O)c1ccc(-c2nc(CS(=O)(=O)c3ccc(C)cc3)c(C)o2)cc1	-3.8%	i	-0.6%	.	.	.	.	.	-12.9%
Cc1ccc(NC(=O)c2cc(=O)c3ccccc3o2)cc1	38.5%[activator]	i	0.8%	7.9%	?	6.4%	?	17.8	5.1%
COC(=O)Nc1sc2c(c1C(N)=O)CCC(C)C2 (configuration not stated)	-13.9%	i	-9.1%	15.3%	-2.6%	16.6%	-4.3%	-1.8	1.8%
CC(=O)Oc1ccc(N2C(=O)[C@@H]3[C@H](C2=O)[C@H]2c4ccccc4C=NN2[C@@H]3C(C)=O)cc1	-26.4%	i	10.1%	14.3%	8.7%	9.1%	-5.9%	1.5	22.2%
COc1ccc(S(=O)(=O)NC2CCCCCC2)cc1C(N)=O	-6.1%	i	-11.8%	-4.6%	8.3%	2.9%	20.7%	-3.6	-5.4%
O=C(NCCO)/C(=C\c1cccs1)NC(=O)c1cccs1	8.5%	i	7.3%	13.2%	-1.7%	10.5%	-2.8%	-5.1	5.9%
Cc1ccc(CN2C(=O)CSCC2(C)C(=O)NCc2ccccc2)cc1 (configuration not stated)	.	.	?	11.5%	.	14.4%	.	-9.7	-6.3%
CCN1CCN(c2ccc(Cl)cc2NC(=O)c2ccc(-n3nc(C)cc3C)cc2)CC1	?	i	-12.5%	?	?	?	155.4%	-64.0*	?
C/C(=N/Oc1nc(C)cc(C)n1)c1ccc(F)cc1	13.5%	i	-1.6%	12.2%	-5.3%	4.9%	-3.2%	-12.8	?
O=C(NCC1CCOCC1)c1cccc2c(-c3cccnc3)coc12	-12.5%	i	-7.0%	0.7%	.	2.2%	.	-7.0	0.0%
CCn1cc(C(=O)N2CCN(c3ccc(OC)cc3)CC2)c2cc(OC)c(OC)cc2c1=O	17.0%	i	?	4.9%	-2.8%	-0.4%	-2.0%	1.7	8.7%&7.0%
O=C(CCCOc1ccc(Cl)cc1Cl)N1CCN(c2ccccn2)CC1	3.3%	i	-11.2%	-21.0%	-0.2%	-5.3%	-3.5%	-12.1	1.4%
Cn1c2[n+](c3ccc(Cl)cc3c1=O)Cc1ccccc1-2	-18.8%	?	-1.5%	11.2%	1.9%	14.0%	-10.5%	11.1	14.9%
O=C1C=CN(Cc2ccccc2)C(c2ccccc2)C1 (configuration not stated)	-0.8%	i	-12.8%	-4.4%	?	-3.5%	0.6%	-5.1	-2.6%
CCc1ccc(OCC(=O)NNC(=O)Cc2ccc(S(=O)(=O)N3CCOCC3)s2)cc1	4.2%	i	12.3%	2.6%	-1.9%	0.3%	-2.7%	11.3	0.0%
O=S(=O)(c1ccc(Oc2ccc(-c3nnco3)cc2)nc1)N1CCC(Cc2ccccc2)CC1	-12.5%	i	0.4%	0.9%	13.6%	1.4%	-3.0%	-22.3	-10.2%
CCCS(=O)(=O)N1CCC(C(=O)NCCCN2CCCC2=O)CC1	-10.0%	i	6.8%	4.7%	-7.4%	8.8%	-3.7%	10.1	13.1%
CS(=O)(=O)N1CCC(c2noc(-c3ccc(C(F)(F)F)cc3)n2)CC1	-11.5%	i	-3.3%	-2.5%	25.6%	-16.3%	-15.9%	-8.2	-7.2%
CCOc1ccc2nc(SCC(=O)N(C)C)[nH]c2c1	11.2%	i	12.8%	10.7%	3.1%	27.8%	-5.2%	-14.4	7.4%
CC1CCCCC12NC(=O)N(CC(=O)Nc1sccc1C(N)=O)C2=O (configuration not stated)	0.6%	i	-17.7%	-11.2%	2.2%	-1.9%[9.24 µM]	-26.6%	21.6	-1.1%
O=C(O)CCC(=O)NNC(=O)c1cccs1	-12.5%	i	0.2%	9.6%	3.5%	4.8%	-0.1%	-19.0	10.4%
O=C(Nc1ccc(N2CCN(c3ccc(O)cc3)CC2)cc1)Oc1ccccc1	-0.4%	i	?	-2.6%	11.7%	?	1.0%	17.6	2.0%
O=C(Nc1ccc([N+](=O)[O-])cc1)N1CCN(C(=O)C2CCCO2)CC1 (configuration not stated)	?	?	.	-1.7%	-3.0%	-1.5%	-1.5%	1.2	.
Oc1ccc(/C=C/c2ccc3cccc(O)c3n2)cc1Br	-17.7%	.	3.1%	-20.0%	?	?	?	37.7	?
O=C(NCc1cccc(C(F)(F)F)c1)C1C(=O)Nc2ccccc2C(=O)N1C1CCCC1 (configuration not stated)	.	.	?	0.2%	.	8.0%	.	-21.7	0.0%
Cc1nnc(SCC(=O)NCc2ccc(F)cc2)[nH]c1=O	.	i	11.4%	2.6%	0.4%	20.3%	2.4%	19.3	5.5%
CCOc1ccc(NC(=O)CN(C)c2ccc(S(=O)(=O)N(C(C)C)C(C)C)cn2)cc1OCC	-12.0%	i	13.7%	?	9.3%	-22.4%	4.6%	-13.3	?
O=C(NN1CCOCC1)c1ccc(F)cc1	-19.7%	i	6.6%	2.9%	14.2%	-4.0%	-12.7%	6.8	-1.8%
Cc1cccc2c1OCC/C2=N\NC(=O)COc1ccccc1	69.8%[activator]	i	0.0%	5.0%	9.1%	20.0%	4.1%	-14.3	3.9%
CC(C)(C)C(=O)[C@H]1[C@H](c2ccccc2)[C@@]2(N=C(c3ccccc3)OC2=O)C2c3ccccc3C=NN21 (some centres not stated)	35.0%[activator]	i	8.1%	3.3%	11.8%	0.9%	-1.0%	19.2	-1.4%
COC(=O)c1sc2cccc(F)c2c1S(=O)(=O)Nc1ccc(N(C)C)cc1	1.6%	i	-11.5%	.	.	.	.	.	0.9%
COc1ccc(NC(=O)CN(C)S(=O)(=O)c2ccccc2)cc1	30.4%	i	2.1%	-0.7%	-1.5%	0.7%[9.24 µM]	-4.8%	0.0	2.3%
COc1ccc(/C=C/c2n[nH]c(=O)c(C#N)c2C)cc1	4.9%	i	?	-14.5%	13.1%	-15.0%	4.7%	-96.9*	-0.5%
COc1cccc(OCCOc2ccccc2[N+](=O)[O-])c1	73.0%[activator]	i	11.0%	13.3%	7.0%	12.8%	0.2%	?	-1.3%
COc1ccccc1CCNC(=O)c1cccc(NC(=O)CC2SC(N3CCCCC3)=NC2=O)c1 (configuration not stated)	-2.5%	?	-14.5%	3.4%	15.7%	-5.6%	-0.9%	-12.0	17.4%
OCc1cn(-c2ccccc2)nc1-c1ccco1	22.2%	i	0.8%	?	-17.7%	6.9%	-1.8%	-12.9	-11.1%
CC(C)(C)NC(=O)C(c1ccncc1)N(C(=O)Cn1nnc(-c2cccs2)n1)C1CCCCC1 (configuration not stated)	-27.5%	i	-15.1%	12.4%	6.4%	-1.1%	0.0%	?	4.1%
Cc1ccc(/C=N/Nc2ncc(Cl)cc2Cl)s1	13.0%	i	?	7.08µM*	-1.6%	6.31µM*	5.8µM*	-2.0	?
COc1cccc(-c2cn3ncsc3n2)c1	18.6%	i	-1.5%	.	.	.	.	.	6.8%
CCC(Sc1nc2ccccc2s1)C(=O)Nc1cc(C)on1 (configuration not stated)	3.3%	i	-21.2%	-19.2%	17.9%	-8.2%	-2.9%	27.2	8.5%
COc1cccc(/C=C2/SC(=S)N(CC(=O)NC3C=CS(=O)(=O)C3)C2=O)c1 (configuration not stated)	-21.1%	i	6.7%	-29.5%	?	-18.0%	7.6%	-11.0	2.6%
CCCCOCCCNC(=O)C[C@@H]1C[C@@]2(C(=O)OCC)CCC=C2N(Cc2ccc(Cl)cc2Cl)C1=O	?	?	18.4µM*	?	.	?	.	-89.4*	?
O=C1CN(C(=O)COC(=O)CCSc2ccccc2Cl)c2ccccc2N1	4.2%	i	22.9%	12.8%	1.6%	9.4%	-1.1%[9.22 µM]	-10.1	14.3%

Full records, looked up by structure. Values in the order: ATXN2 expr inh, ATXN viability, KB-V1 MDR tox, HT1080 IDH1KD tx, MCF10A rerep, HT1080-NT tox, SW480 rerep, IL-1B inflam inh, KB-3-1 tox
`CC(C)(C)C(=O)[C@H]1[C@H](c2ccccc2)[C@@]2(N=C(c3ccccc3)OC2=O)C2c3ccccc3C=NN21` (some centres not stated) reads 35.0%[activator], i, 8.1%, 3.3%, 11.8%, 0.9%, -1.0%, 19.2, -1.4%
`Cc1nnc(SCC(=O)NCc2ccc(F)cc2)[nH]c1=O` reads ., i, 11.4%, 2.6%, 0.4%, 20.3%, 2.4%, 19.3, 5.5%
`CCC(Sc1nc2ccccc2s1)C(=O)Nc1cc(C)on1` (configuration not stated) reads 3.3%, i, -21.2%, -19.2%, 17.9%, -8.2%, -2.9%, 27.2, 8.5%

Screening results from PubChem BioAssay.
